Screens from PubChem.
OX1R antag-1: blocks the human orexin 1 receptor; O43613; inhibition, % at 6.6 µM; actives 1.8% (n = 330,000); OX1R-expressing cells, FRET antagonist read-out; AID 485270; in the data active = inhibition mostly above about 38%, no sharp cut-off; inactive = mostly below about 40%;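 also: 0% = agonist challenge alone and 100% = reference antagonist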
Target sequence (O43613 whole entry, looked up): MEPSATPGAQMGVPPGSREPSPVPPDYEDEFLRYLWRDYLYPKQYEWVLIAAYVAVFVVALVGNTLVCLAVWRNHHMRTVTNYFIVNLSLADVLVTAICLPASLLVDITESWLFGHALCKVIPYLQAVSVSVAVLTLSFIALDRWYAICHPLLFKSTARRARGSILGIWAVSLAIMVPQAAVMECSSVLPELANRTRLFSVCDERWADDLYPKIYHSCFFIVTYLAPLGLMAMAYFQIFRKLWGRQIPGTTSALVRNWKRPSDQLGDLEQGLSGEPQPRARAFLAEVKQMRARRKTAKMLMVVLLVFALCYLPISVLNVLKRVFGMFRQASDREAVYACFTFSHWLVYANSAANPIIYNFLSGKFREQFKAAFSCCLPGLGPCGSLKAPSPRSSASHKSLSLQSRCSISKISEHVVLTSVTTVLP
OX1R antag-2: blocks the human orexin 1 receptor; O43613; AID 434989; actives 0.43% (n = 330,000); inhibition, % at 5 µM; CHO/OX1R cells, Fluo-8 calcium fluorescence, orexin A;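 active = inhibition above its plate's threshold, mean inhibition of all tested compounds on the plate plus 3 SD, cut at about 37% in these data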;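 also: 0% = orexin A challenge wells and 100% = SB-334867-A antagonist wells; not every result past the cut was called active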
CHT PAM: allosterically activates the human high affinity choline transporter; actives 0.49% (n = 310,000); B-score at 10 µM; CHT-expressing cells, membrane potential dye, choline EC20; hits give high values; LV-AA mutant CHT in HEK293 cells; AID 488977; Q9GZV3;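 active = initial fluorescence not abnormally high and integrated response B-score, plate-corrected, over 3 SD above library mean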
Target sequence (Q9GZV3 whole entry, looked up): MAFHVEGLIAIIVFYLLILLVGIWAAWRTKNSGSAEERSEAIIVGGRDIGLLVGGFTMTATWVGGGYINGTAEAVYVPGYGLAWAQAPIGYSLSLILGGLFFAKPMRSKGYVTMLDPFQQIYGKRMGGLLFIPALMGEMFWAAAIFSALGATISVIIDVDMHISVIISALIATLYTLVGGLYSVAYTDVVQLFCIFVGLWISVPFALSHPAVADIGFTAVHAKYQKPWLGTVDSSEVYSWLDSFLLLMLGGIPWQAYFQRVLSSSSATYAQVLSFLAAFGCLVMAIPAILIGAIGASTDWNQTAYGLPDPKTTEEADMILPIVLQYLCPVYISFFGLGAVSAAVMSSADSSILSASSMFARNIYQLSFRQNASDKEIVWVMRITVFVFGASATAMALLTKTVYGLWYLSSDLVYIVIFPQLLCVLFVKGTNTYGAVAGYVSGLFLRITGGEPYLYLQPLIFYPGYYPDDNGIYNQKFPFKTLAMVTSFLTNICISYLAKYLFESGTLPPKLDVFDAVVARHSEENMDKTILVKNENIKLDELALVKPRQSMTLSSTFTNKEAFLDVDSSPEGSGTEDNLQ
Numbers without * were called inactive; i = inactive; . = not tested or not shown.

SMILES | OX1R antag-1 | OX1R antag-2 | CHT PAM
COc1cccc(CN2CCN(CCCc3ccccc3)C(CCO)C2)c1O (centres undefined) | 5 | -17 | i
COc1ccc(-c2cc(N3C(=O)Nc4ccccc4N3O)n[nH]2)cc1 | 6 | -14 | i
Cc1ccc(NC(=O)CSc2nc3ccccc3c3nc4ccccc4n23)cc1 | 18 | -8 | i
CSc1ccc(/C=N/n2c(COc3ccccc3)n[nH]c2=S)cc1 | -13 | -24 | i
COc1ccc(/C=N/NC(=O)c2cccnc2)cc1CN1CCCc2ccccc21 | 37 | -28 | i
COc1cc(O)oc1C=Nc1ccc(Cl)cc1 | 4 | -17 | i
CCOc1ccc(Nc2nc(NCCN3CCOCC3)nc(OC)n2)cc1 | 11 | -15 | i
O=C1N2CCSC2=NC1(NS(=O)(=O)c1ccccc1)C(F)(F)F (centres undefined) | 9 | -1 | i
O=C(/C=C/c1ccccc1)N1CCOCC1 | 4 | 12 | i
Cc1ccc(NC(=O)CSc2nnc(-c3cccnc3)o2)c(C)c1 | 7 | -5 | i
CCOC(=O)Cn1nc(C(F)F)c(Br)c1C | 36 | -7 | i
S=C1NCCc2ccc(Cl)cc2C1c1ccccc1 (centres undefined) | 6 | -3 | i
O=C(Nc1nnc(S(=O)(=O)N2CCCCC2)s1)c1cccc(Br)c1 | 24 | -14 | i
Cc1coc2c(C)c3oc(=O)c(CCC(=O)NCCCN4CCCC4=O)c(C)c3cc12 | 8 | -17 | i
CC(Nc1nc(-c2ccccc2O)nc2ccccc12)c1ccccc1 (centres undefined) | 7 | -12 | i
O=C(NCc1cccs1)C1CCN(S(=O)(=O)N2CCCC2)CC1 | 0 | -9 | i
CSc1cccc(NC(=S)N(CCCN2CCCC(C)C2)Cc2cccs2)c1 (centres undefined) | 20 | -19 | i
CCN1CCN(CC(O)COC(c2ccccc2)c2ccccc2C)CC1 (centres undefined) | -10 | -4 | i
Cc1cc(Cl)ccc1OCCCC(=O)N1CCOCC1 | 22 | 1 | i
O=C(COc1ccccc1)NCCn1ccc2ccccc21 | 23 | -4 | i
Cc1ccc(C(=O)Nc2cccc(N3C(=O)C4CCC(C)CC4C3=O)c2)cc1 (centres undefined) | 14 | -7 | i
CCN(CC)C(=O)CSC1=C(C#N)C(c2cccs2)C=C(C)N1 (centres undefined) | 35 | -13 | i
O=C(NC1CCCCC1)c1ccc(S(=O)(=O)c2ccccc2Cl)c([N+](=O)[O-])c1 | 17 | -23 | i
O=C(Nc1cccc(F)c1)c1cc(S(=O)(=O)N2CCOCC2)ccc1N1CCCC1 | 3 | -8 | .
COc1ccc(CCNC(=O)C2CCN(Cc3nc(-c4ccccc4F)oc3C)CC2)cc1OC | 12 | -12 | i

Next section
SMILES | OX1R antag-1 | OX1R antag-2 | CHT PAM
CC(=O)c1ccc(N(CC(=O)Nc2cc(C)on2)S(=O)(=O)c2ccc(C)cc2)cc1 | 8 | -29 | .
CN(C(=O)COC(=O)CCCc1c[nH]c2ccccc12)c1c(N)n(Cc2ccccc2)c(=O)[nH]c1=O | 4 | -3 | .
CCOC(=O)NC(=O)CSc1nnnn1-c1ccccc1 | 5 | -4 | i
COc1ccc(OC)c(NC(=O)CSc2nc3[nH]c(=O)cc(O)c3s2)c1 | 3 | 3 | .
Cc1ccc(S(=O)(=O)CCC(=O)OCC(=O)c2cc(C)ccc2C)cc1 | 11 | -13 | i
CNNC(=S)Nc1cccc(SC)c1 | 7 | -22 | i
Cc1ccccc1Nc1nc(N)nc(COC(=O)c2ccccc2)n1 | 9 | -22 | i
Cc1cccc2cc(COC(=O)c3cccc([N+](=O)[O-])c3)c(=O)[nH]c12 | 18 | -28 | i
c1ccc2c(C[n+]3csc4ccccc43)cccc2c1 | 2 | -1 | i
COc1ccc(S(=O)(=O)N(C)C[C@@H]2Oc3c(NS(C)(=O)=O)cccc3C(=O)N([C@@H](C)CO)C[C@H]2C)cc1 | -3 | -17 | .
CCOC(=O)c1nn(-c2ccccc2)c(=O)cc1SC(C)C | 11 | -25 | i
CCOc1cc(C(=O)N2CCC(CC3CC(c4ccc(Cl)cc4)=NO3)(C(=O)NCC3CCCCC3)CC2)cc(OCC)c1OCC (centres undefined) | 26 | -38 | i
COC(Cc1ccccc1N1CCCC1=O)OC | 9 | -10 | i
C/C(=N\NS(=O)(=O)c1ccc(C)cc1)c1cc2ccccc2oc1=O | 17 | -12 | i
CCCSC1=C(C#N)C(c2ccc(O)c(OC)c2)CC(=O)N1 (centres undefined) | 10 | 8 | i
COc1ccc(S(=O)(=O)NCC(=O)Nc2ccc3c(c2)OCCO3)cc1OC | 15 | -18 | i
CC(C)N1C(=O)CC2(CC[N+](C)(CCOC(=O)C(c3ccccc3)c3ccccc3)CC2)C1=O (centres undefined) | 12 | -8 | i
CCN1C(=O)CCC(C(=O)O)C1c1ccc(OC)cc1 (centres undefined) | 4 | 0 | i
c1ccc2c(c1)CCCc1cc(NCCN3CCOCC3)nnc1-2 | 13 | 0 | i
Cc1ccc(NC(=O)COc2ccc(/C=C3/SC(=Nc4ccccc4)N(Cc4cccnc4)C3=O)cc2)cc1 | 14 | -11 | i
CCC(C)Sc1ccc([C@@H]2[C@@H]3C(=O)N(CC)C(=O)[C@@H]3[C@]3(C(=O)OC)CCCCN23)cc1 (some centres undefined) | 6 | -9 | .
CCS(=O)(=O)N1CCN(C(=O)CCC2CCCC2)CC1 | 8 | -19 | i
CCO[C@H]1OC(C(=O)NC2CC2)=C[C@@H](c2ccc(C(F)(F)F)cc2)[C@@H]1CCCO | 23 | -18 | i
O=C(Cc1cnc2ncnn2c1)N1CCc2c([nH]c3ccccc23)C1c1ccccc1F (centres undefined) | 12 | -29 | i
Cn1nc(C(=O)Nc2ccccc2N2CCCC2)c2ccccc2c1=O | 39 | -71 | i

Some of the entries so far, in CSV form.
SMILES,OX1R antag-1,OX1R antag-2,CHT PAM
CCOC(=O)c1nn(-c2ccccc2)c(=O)cc1SC(C)C,11,-25,i
CNNC(=S)Nc1cccc(SC)c1,7,-22,i
Cn1nc(C(=O)Nc2ccccc2N2CCCC2)c2ccccc2c1=O,39,-71,i
Cc1ccc(NC(=O)COc2ccc(/C=C3/SC(=Nc4ccccc4)N(Cc4cccnc4)C3=O)cc2)cc1,14,-11,i
CN(C(=O)COC(=O)CCCc1c[nH]c2ccccc12)c1c(N)n(Cc2ccccc2)c(=O)[nH]c1=O,4,-3,.

Going on with the list.
SMILES | OX1R antag-1 | OX1R antag-2 | CHT PAM
CCn1c(SC(C)C)nnc1-c1c[nH]c2ccccc12 | 13 | -17 | i
COc1ccccc1/C=C\C(=O)NCC(=O)N/N=C/c1cccc(OC)c1O | 41 | -15 | i
Cc1ccccc1CN(C)CC(=O)Nc1cccc(S(=O)(=O)N(C)c2ccccc2)c1 | 49 | -33 | i
O=C(Nc1ccccc1-c1nc2ccccc2s1)c1ccc(Br)o1 | 1 | 0 | i
Cc1cc(Br)ccc1S(=O)(=O)n1ccnc1C | -9 | -3 | i
COc1ccc(C2C(C(=O)c3ccccc3)=C(C)Nc3nc4ccccc4n32)cc1OC (centres undefined) | 4 | -39 | i
Cc1cc(C)nc(SCC(=O)Nc2cccc(S(=O)(=O)N(C)C)c2)n1 | 8 | -18 | i
O=C(CSc1ncnc2c1oc1ccccc12)Nc1ccccc1F | 10 | -4 | i
CCOC(=O)N1C=CC=C[C@@H]2[C@@H](N3C(=O)c4ccccc4C3=O)C(=O)N21 | 7 | -6 | i
Cc1ccc(C)c(C(=O)COC(=O)CN2C(=O)C3C4C=CC(C4)C3C2=O)c1 (centres undefined) | 1 | -17 | i
C[C@@H](OC(=O)c1[nH]cnc1C(=O)N1CCc2ccccc2C1)c1ccccc1 | 8 | -10 | .
COCCNc1ccc(S(=O)(=O)N2CCCC2)cn1 | -1 | 0 | i
C#CCOCCOCCOCCNc1nc(N2CCN(C(=O)[C@H]([C@@H](C)CC)n3cc(CCCCN)nn3)CC2)nc(N2CCN(C(=O)[C@H](CCCCN)n3cc(CCCC)nn3)CC2)n1 | 14 | 2 | i
Cc1ccc(C(=O)CCS(=O)(=O)c2ccc(F)cc2)cc1 | 1 | -10 | i
N#C/C(=C(/O)c1ccc(F)cc1)c1nc2ccccc2s1 | 38 | 4 | i
CC(C)(C)C(=O)c1sc2nc(-c3cccs3)cc(C(F)(F)F)c2c1N | 7 | -4 | i
COc1cccc(C(=O)N2CCN(CCCc3ccccc3)CC2)c1OC | 18 | -20 | i
CCC(NC(=S)NCc1ccc(F)cc1)c1ccccc1 (centres undefined) | 13 | -21 | i
Cc1ccc(/C=N/NC(=S)NC2CCCCC2)o1 | 11 | -19 | i
Cc1ccc(OCc2ccc(C(=O)Nc3nc4ccccc4n3C)o2)c([N+](=O)[O-])c1 | 13 | -7 | i
O=C(CN1C(=O)/C(=C\c2cccc(Br)c2)Oc2ccccc21)NCCCN1CCOCC1 | 10 | 19 | i
CCCCC(=O)Nc1nnc(SCC(=O)NC2CC2)s1 | 10 | 6 | i
O=C(NCCCn1ccnc1)C(=O)NCC1OCCN1S(=O)(=O)c1ccc(Br)cc1 (centres undefined) | 14 | 3 | i
Cn1cccc1/C=C(/C#N)c1ccc(F)cc1 | 30 | -2 | i
CCOc1ccc2c(c1)c(N=NC(=N)N)c(O)n2C | 42 | 2 | i

A draw from above in order of length of the SMILES, smallest number first:
SMILES | OX1R antag-1 | OX1R antag-2 | CHT PAM
O=C(CSc1ncnc2c1oc1ccccc12)Nc1ccccc1F | 10 | -4 | i
COc1cccc(C(=O)N2CCN(CCCc3ccccc3)CC2)c1OC | 18 | -20 | i
C#CCOCCOCCOCCNc1nc(N2CCN(C(=O)[C@H]([C@@H](C)CC)n3cc(CCCCN)nn3)CC2)nc(N2CCN(C(=O)[C@H](CCCCN)n3cc(CCCC)nn3)CC2)n1 | 14 | 2 | i

Single records, from the list above:
Entry for O=C(CN1C(=O)/C(=C\c2cccc(Br)c2)Oc2ccccc21)NCCCN1CCOCC1 → OX1R antag-1: 10; OX1R antag-2: 19; CHT PAM: i
Entry for COCCNc1ccc(S(=O)(=O)N2CCCC2)cn1 → OX1R antag-1: -1; OX1R antag-2: 0; CHT PAM: i

Carrying on.
SMILES | OX1R antag-1 | OX1R antag-2 | CHT PAM
CC1CCCN(C(=O)C(C)Nc2cc(Cl)ccc2N2CCOCC2)C1 (centres undefined) | 14 | -36 | i
CC(C(=O)NCc1ccco1)n1ccc2cc(S(=O)(=O)N3CCCCC3)ccc21 (centres undefined) | 5 | -11 | i
CC(=O)OCCSc1c(-c2ccccc2)c2cc(Cl)ccc2[nH]c1=O | 7 | -35 | i
CCn1cc(CNC(=O)CCc2nnc(CCC3CCCCC3)o2)cn1 | 9 | -24 | i
Cc1nn(-c2ccc(N3CCOCC3)nn2)c(C)c1CCC(=O)NCc1ccccc1 | 4 | -4 | i
COc1ccc(Cl)cc1C(=O)NC1=NCCS1 | 14 | -7 | i
C=CCNC(=O)c1snnc1-c1ccccc1 | 17 | 0 | i
c1ccc(-c2cnc(CSc3nnc4ccccn34)o2)cc1 | 15 | -12 | i
CC1(C)N=C(SCC(=O)Nc2ccc(Cl)cc2Cl)C(c2ccccc2)=N1 | 21 | -20 | i
Cc1c(C(=O)Nc2ccc(Cl)cn2)oc2ccccc12 | 23 | -28 | i
Cc1ccc(C)c(N(C(=O)c2csnn2)C(C(=O)NC2CCCCC2)c2cccnc2)c1 (centres undefined) | 28 | -20 | i
Cc1cc(Cl)c2oc(C(=O)NC3CCC(O)CC3)c(C)c2c1 (centres undefined) | -7 | -25 | i
CCN1CCN(C(=S)NCC2CCCO2)CC1 (centres undefined) | 8 | -3 | i
COc1ccc(CNC(=O)C2CCC(CNc3c(N4CCC(C)CC4)c(=O)c3=O)CC2)cc1 (centres undefined) | 4 | -18 | i
CN(C)C(=S)c1ccc(N(C)C)cc1 | 6 | 5 | i
O=C(Nc1ccc2ccccc2c1)Nc1ccc2snnc2c1 | 60* | 41* | i
Cc1[nH]c(SCC(=O)c2c(N)n(C)c(=O)n(C)c2=O)nc1Cc1ccccc1 | 9 | -19 | .
O=C(NC1CCCC1)c1cccc(S(=O)(=O)N2CCCCC2)c1 | 12 | -20 | i
Cc1ccc(S(=O)(=O)NC2c3cccc4cccc(c34)C2Sc2ncccn2)cc1 (centres undefined) | 9 | -15 | i
Nn1c(SCc2ccccn2)nncc1=O | 1 | -15 | i
Cc1cc(C)c(NC(=S)N(CCN2CCCCC2)Cc2ccco2)c(C)c1 | 9 | -27 | i
Cc1cc(C)c2nc(-c3ccccn3)cc(C(=O)N3CCCC3)c2c1 | 20 | -30 | i
NC(=O)C1CCN(C(=O)Cc2ccc([N+](=O)[O-])cc2)CC1 | 39 | -15 | i
O=C(c1cn2ccccc2n1)N1CCCC(Nc2ccc(F)c(F)c2)C1 (centres undefined) | 30 | -12 | i
Cc1ccc(-c2nc(C(=O)NC3CCCCCC3)no2)cc1 | 21 | -26 | i

New compounds follow:
SMILES | OX1R antag-1 | OX1R antag-2 | CHT PAM
O=C(CCc1nc(-c2ccccc2Cl)no1)NCc1ccco1 | 25 | -19 | i
Cc1ccc(NC2=CC(=O)CC(c3ccc(Cl)cc3)C2)cc1 (centres undefined) | 16 | 6 | i
CCOc1ccc(N(CC(=O)N/N=C/c2cc(Br)c(C)o2)S(C)(=O)=O)cc1 | 11 | -43 | i
O=S(=O)(Nc1ccc(Br)cc1)c1cccc2cccnc12 | 0 | -22 | i
CN1CCN(c2ccc(S(=O)(=O)N3CCCCC3)cc2NC(=O)COc2ccc(F)cc2)CC1 | 7 | -19 | i
CCN1C(=O)CSc2ccc(C(=O)NCc3ccco3)cc21 | 4 | -16 | i
[O-]/C(=C(\C(=S)NCCN1CCOCC1)[n+]1ccccc1)c1ccc(Cl)s1 | 7 | -5 | i
CC(C(=O)N1CCOCC1)N1C(=O)c2ccccc2C1=O (centres undefined) | 10 | -4 | i
O=C(NC1CCCCC1)C(c1ccc(O)c(O)c1)N(C(=O)Cn1nnc2ccccc21)c1cccc(O)c1 (centres undefined) | 14 | -18 | i

Hits appear at their usual frequency; 2.5% or so of the library scored in one or more.
